Screens from PubChem.
TDP1 block: qHTS Assay for Inhibitors of Tyrosyl-DNA Phosphodiesterase (TDP1); Tyrosyl-DNA phosphodiesterase 1 (Homo sapiens), Q9NUW8; recombinant TDP1, AlphaScreen DNA substrate cleavage; Potency, µM (series often up to 130 µM), inactives show top-dose activity change, negative = inhibition, actives largely listed as inhibitors; actives 0.28% (n = 350,000); also: nearly all actives have a fitted effect of over 40% in size
Target sequence (Q9NUW8 whole entry, looked up): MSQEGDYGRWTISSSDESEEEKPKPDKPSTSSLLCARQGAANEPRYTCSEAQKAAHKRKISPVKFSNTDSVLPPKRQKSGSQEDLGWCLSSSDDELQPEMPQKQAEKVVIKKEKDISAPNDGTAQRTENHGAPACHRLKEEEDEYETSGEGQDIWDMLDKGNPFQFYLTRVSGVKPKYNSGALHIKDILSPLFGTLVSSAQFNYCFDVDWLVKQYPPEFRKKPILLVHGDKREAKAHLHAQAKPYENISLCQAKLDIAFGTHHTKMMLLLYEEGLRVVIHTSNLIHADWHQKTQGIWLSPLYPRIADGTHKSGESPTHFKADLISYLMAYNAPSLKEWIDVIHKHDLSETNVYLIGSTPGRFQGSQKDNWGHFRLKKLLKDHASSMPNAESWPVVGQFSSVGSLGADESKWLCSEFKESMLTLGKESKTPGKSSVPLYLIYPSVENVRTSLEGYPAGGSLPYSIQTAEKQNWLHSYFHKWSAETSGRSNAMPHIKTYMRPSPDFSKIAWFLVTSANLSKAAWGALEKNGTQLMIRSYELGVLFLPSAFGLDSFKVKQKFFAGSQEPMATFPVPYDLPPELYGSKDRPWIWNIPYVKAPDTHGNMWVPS
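Tdp1 1 nM final; 15 min RT w/ cpd; substrate 15 nM, 5 min; beads 10 ug/ml, 10 min; AlphaScreen read. Neg ctrl: no enzyme.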
FEN1 inh: qHTS Assay for the Inhibitors of Human Flap endonuclease 1 (FEN1); actives 0.35% (n = 390,000); P39748; Potency, µM (series often up to 114 µM), for inactives: at the highest dose activity change, negative = inhibition, usual class: inhibitors; Recombinant FEN1 flap cleavage, fluorescence, 15 min; also: nearly all actives have a fitted effect of over 65% in size
Target sequence (P39748 whole entry, looked up): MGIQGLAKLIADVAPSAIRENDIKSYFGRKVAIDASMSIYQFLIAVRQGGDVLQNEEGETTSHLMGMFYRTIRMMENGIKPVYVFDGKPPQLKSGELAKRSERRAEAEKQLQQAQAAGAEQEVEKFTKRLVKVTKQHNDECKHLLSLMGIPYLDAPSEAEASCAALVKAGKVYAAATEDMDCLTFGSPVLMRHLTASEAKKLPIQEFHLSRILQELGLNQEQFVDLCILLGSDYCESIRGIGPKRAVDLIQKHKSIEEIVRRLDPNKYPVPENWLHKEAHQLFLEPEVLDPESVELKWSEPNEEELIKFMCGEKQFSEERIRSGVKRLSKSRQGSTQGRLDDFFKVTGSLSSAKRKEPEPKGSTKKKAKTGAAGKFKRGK
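Nuclease activity of 10 nM FEN1 was measured after 15 min of room-temperature exposure to titrated compounds, by adding 50 nM flap substrate and reading plates at 0 and 15 min.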
N370S GC mod: qHTS Assay for Inhibitors and Activators of N370S glucocerebrosidase as a Potential Chaperone Treatment of Gaucher Disease; N370S GC spleen homogenate, 4MU-glucoside fluorescence; Potency, µM (top dose mostly 59.4 µM), for inactives: top-dose activity change, negative = inhibition, usual class: inhibitors; AID 2101, 2009; actives 0.092% (n = 330,000); Lysosomal acid glucosylceramidase (Homo sapiens), P04062;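 also: 0% = full enzyme activity and -100% = no enzyme basal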
An asterisk follows results filed as active; ? = inconclusive; / = not tested or not shown; [ ] = another dose, or the depositor's remark. Calls follow the shape of the dose curve; as a rule, active = well fitted curve in the direction sought with a large enough effect; inconclusive = small, poorly fitted or top-dose-only effect, or another doubt; inactive = no such curve, though single readings can be large; an effect the other way counts as inactive or inconclusive. Unless noted, % is scaled to controls: 0 for no effect and ±100 for the full control effect; potency is read from the fitted curve at half-maximal effect.

structure	TDP1 block	FEN1 inh	N370S GC mod
COc1ccc(-c2n[nH]c(=S)n2/N=C/C=C/c2ccccc2OC)cc1	-13%	-1%	-4%
Cc1ccc(S(=O)(=O)N2CCN(Cc3ccccc3)CC2)c(C)c1NS(C)(=O)=O	5%	12%	/
COc1ccc(CCNC(=O)CN2C(=O)COc3ccc(S(=O)(=O)N4CCOCC4)cc32)cc1OC	1%	18%	2%
COc1ccc(S(=O)(=O)NCc2ccc(C(=O)N3CCN(Cc4ccccc4)CC3)cc2)cc1	2%	-19%	-18%
CC(C)c1ccc(C2=CC(c3cccc(Cl)c3)n3c(nc4ccccc43)N2)cc1 (stereo not drawn)	10%	8%	/
Cc1ccc(S(=O)(=O)c2cn(C)c3cc(N4CCOCC4)c(F)cc3c2=O)c(C)c1	5%	-12%	/
CCC(C)N1CNc2c(c(=O)[nH]c(=S)n2-c2cccc(C)c2)C1 (stereo not drawn)	-4%	-3%	-25%
CCn1c(C)c(Br)c(=O)c(C(=O)OC)c1-c1ccc(Cl)cc1	/	-2%	-17%
C/C(=N\NC(=O)Cc1ccc(Cl)cc1)c1cccnc1	4%	-10%	-2%
CCN(CC(=O)Nc1c(F)cccc1F)C(=O)C1CCN(S(=O)(=O)c2ccc(F)cc2)CC1	1%	3%	-6%
OCc1nnn(-c2cccc(C(F)(F)F)c2)c1CO	-2%	-1%	6%
NCC1O[C@@H](OC2C(N)CC(N)C(O)C2O[C@@H]2OC(CO)C(O)C2O)C(N)C(O)C1O (stereo partly drawn)	7%[56.1 µM]	/	-4%
CC(=O)C1=C(C)Nc2ncnn2C1c1ccccc1 (stereo not drawn)	/	21%	-1%
Cc1ccc(NC(=O)CC2SC(=O)N(c3ccccc3)C2=O)cc1 (stereo not drawn)	10%	-2%	-3%
CC(CNC(=O)c1ccc(Cn2c(SCc3ccccc3)nc3cccnc32)cc1)c1ccccc1 (stereo not drawn)	10%	-1%	/
O=C(COC(=O)c1cc([N+](=O)[O-])ccc1NCCO)Nc1ccc2c(c1)OCO2	-2%	4%	1%
CCn1c(C)c(C(C)=O)c(N2CCCCC2)nc1=S	-1%	1%	1%
C[C@H](OC(=O)N1CCN(C(c2ccccc2)c2ccccc2)CC1)[C@@H]1O[C@@]2(C)CCC[C@H]1O2	0%	-22%	-3%
COc1ccc2c3n(nc2c1)CCN=C3c1ccc(C)cc1	/	15%	-9%
COc1ccccc1N1CC(C)(C)C(=O)N(C(=O)c2c(F)cccc2Cl)C1=S	4%	2%	-12%

Two records picked at random from those above, as already listed:
structure	TDP1 block	FEN1 inh	N370S GC mod
CC(CNC(=O)c1ccc(Cn2c(SCc3ccccc3)nc3cccnc32)cc1)c1ccccc1 (stereo not drawn)	10%	-1%	/
COc1ccc(-c2n[nH]c(=S)n2/N=C/C=C/c2ccccc2OC)cc1	-13%	-1%	-4%

New compounds follow:
structure	TDP1 block	FEN1 inh	N370S GC mod
CCOC(=O)c1ccc(NC(=O)C(=O)NCc2ccncc2)cc1	-3%	1%	4%
Cc1ccc2c(c1)C(=O)C(=O)N2Cc1ccc(C(F)(F)F)cc1	3%	8%	/
COc1cc(OC)cc(-c2c(-c3cccs3)c3cc(-c4ccc5[nH]ccc5c4)ccc3n2C)c1	1%	-4%	/
O=C1C(=O)N(C2CCCC2)C(=O)N1Cc1c(F)cccc1Cl	3%	-10%	-9%
CC(NC(=O)C1CCC1)c1ccccc1 (stereo not drawn)	0%	-10%	0%
O=C(Nc1ccccc1C(=O)N/N=C/c1ccco1)c1ccc(Cl)cc1	7%	-3%	-6%
O=C1c2ccccc2C(=O)N1CCCOc1ccccc1	-4%	1%	6%
COc1ccc2nc(N=Nc3ccc(O)c4ccccc34)sc2c1	3%	-19%	2%
COC(=O)c1ccccc1OCCCOc1ccc(C=O)cc1OC	-1%	-4%	-4%
Cc1nc(SCC(=O)Nc2ccccc2)c2oc3ccccc3c2n1	-5%	6%	-2%
Cc1ccc(CNC(=O)c2ccc3c(c2)N(Cc2ccccc2Cl)C(=O)CS3)cc1	-3%	1%	/
O=C1C=CC(=O)C2=C1C1c3ccccc3C2c2ccccc21	6%	/	-9%
COc1ccc(O)c(/C=N/Nc2nc3ccccc3[nH]2)c1	8%	5%	-7%
C/C=C/C(=O)Nc1ccc(N2CCN(c3ccc(C(F)(F)F)cn3)CC2)nc1	/	17%	-12%
Cc1ccc2cccc(NC(=O)c3cccc4c(Cl)cccc34)c2n1	6%	0%	/
O=C(CCN1C(=O)/C(=C/c2ccc(F)cc2)SC1=S)NC1CCS(=O)(=O)C1 (stereo not drawn)	-13%	7%	-4%
CC(C)N(Cc1ccccc1)S(=O)(=O)c1ccc2c(c1)NC(=O)CO2	1%	-14%	-7%
O=C(O)CCc1nc2ccccc2c(=O)[nH]1	-1%	-4%	2%
C=CCn1c(=S)[nH]c2cc(-c3ccccc3)sc2c1=O	/	5%	-6%
COc1nc(OC)nc(N2CCC(NC(=O)C(Cc3cccc(OC)c3OC)NC(C)=O)CC2)n1 (stereo not drawn)	/	-5%	-7%

Entries of single compounds, looked up by structure. Order of values: TDP1 block, FEN1 inh, N370S GC mod
Entry for COC(=O)c1ccccc1OCCCOc1ccc(C=O)cc1OC : -1%, -4%, -4%
Entry for COc1ccc(O)c(/C=N/Nc2nc3ccccc3[nH]2)c1 : 8%, 5%, -7%
Entry for COc1nc(OC)nc(N2CCC(NC(=O)C(Cc3cccc(OC)c3OC)NC(C)=O)CC2)n1 (stereo not drawn) : /, -5%, -7%
Entry for CC(C)N(Cc1ccccc1)S(=O)(=O)c1ccc2c(c1)NC(=O)CO2 : 1%, -14%, -7%

Other entries follow.
structure	TDP1 block	FEN1 inh	N370S GC mod
CC(C)OC(=O)/C(C#N)=C/c1ccc(-c2ccc(Cl)c(Cl)c2)o1	4%[2.28 µM]	-3%	/
O=C(CCc1c[nH]c2ccccc12)N1CCN(S(=O)(=O)c2ccccc2)CC1	1%	12%	-7%
O=C(CSc1nc2[nH]ncc2c(=O)[nH]1)Nc1cccc([N+](=O)[O-])c1	-7%	16%	-12%
O=C(Nc1ccc2c(c1)OCCO2)c1cccnc1Oc1ccccc1	3%	9%	-13%
CCOC(=O)C1=C(C)NC(C)=C(C(=O)OCC)C1C(=O)OCC(=O)NCc1ccco1	1%	29%	/
Fc1cccc(NC(=S)NCCc2ccccc2)c1	-8%	-15%	11%
NC(=O)NCCCC(NC(=O)c1ccc(C#CC2(O)CCCCC2)cc1)C(=O)O (stereo not drawn)	-2%	4%	13%
CC1CCCCN1C(=O)c1cccc(NC(=O)c2ccccc2)c1 (stereo not drawn)	-8%	2%	0%
CCCCC(=O)N1CCN(c2ccc(OC)cc2[N+](=O)[O-])CC1	4%	-3%	19%
CCN(CC)S(=O)(=O)c1cc(C(=O)N2CCc3ccccc32)ccc1Cl	2%	-8%	8%
CC(=O)N1c2ccc(S(=O)(=O)NCCC(=O)Nc3ccccc3C)cc2CC1C (stereo not drawn)	1%	12%	-8%
COC(=O)CCCNC(=O)c1ccc2[nH]c(C)c(C)c2c1	6%	-1%	-2%
O=C(NCc1ccccn1)Nc1cccc([N+](=O)[O-])c1	2%	2%	0%
O=C(COC(=O)c1ccc(NS(=O)(=O)c2cccs2)cc1)NCc1ccco1	/	45µM*	-9%
O=C(O)c1ccc(N/N=C/c2ccncc2)cc1	/	-20%	-13%
NC(=O)C1CCN(C(c2ccccc2)c2nnnn2C2CCCC2)CC1 (stereo not drawn)	1%	4%	2%
Cc1ccccc1N1C(=O)C2C3CCC(O3)C2C1=O (stereo not drawn)	/	-3%	-4%
c1ccc2c(c1)nc(-c1ccncc1)n1nnnc21	2%	-7%	-1%
O=C(NC(=S)Nc1ccccc1N1CCN(C(=O)c2ccccc2)CC1)c1ccccc1F	5%	14%	-3%
Cn1cccc1C(=O)OCC(=O)NNC(=O)c1ccc([N+](=O)[O-])cc1	0%	-2%	/
C[C@H](NC(=O)c1cc2c([nH]c3ccccc32)c(-c2ccccc2)n1)C(=O)O	/	-16%	?
COc1cccc(C(=O)Nc2nnc(-c3cccs3)s2)c1	3%	4%	5%
COc1cc2c3c(c1OC)C1(C=CC(=NO)C=C1)CC3N(C(C)=O)CC2 (stereo not drawn)	3%	-2%	-17%
O=C(N[C@@H]1CCC(=O)N(CC[C@H](Oc2ccccc2)c2ccccc2)CC1)OCc1ccccc1	/	-2%	-18%
COc1cccc(/C=N/NC(=O)CNC(=O)COc2cccc(C)c2)c1O	0%	16%	0%
O=C(Nc1cccc(Cl)c1Cl)C1CC(=O)N(c2ccc(Br)cc2)C1 (stereo not drawn)	1%	-10%	5%
Cc1ccc(NC(=O)COC(=O)CCc2ccccc2)cc1S(=O)(=O)N1CCOCC1	-1%	-22%	/
COc1ccc(OC)c(CNC(=O)c2cc3c(-c4ccc(OC)c(OC)c4)nn(C)c3s2)c1	5%	-14%	/
CCOC(=O)c1ccc(-n2c(CN3CCN(CCO)CC3)nc3ccc([N+](=O)[O-])cc3c2=O)cc1	3%	-12%	-6%
O=C(CSc1nc2ccsc2c(=O)n1Cc1ccc(C(=O)O)cc1)NCC1CCCO1 (stereo not drawn)	-3%	-1%	-1%
COC(=O)c1sc(NC(=O)c2ccc(Cn3cc(Cl)cn3)o2)c(C#N)c1C	/	-12%	3%
COc1ccc(N2CCN(C(=O)C(C)(C)Oc3ccc(Cl)cc3)CC2)cc1	13%	-14%	0%
COCc1cc(C)nc(Nc2ccccc2C)c1C#N	5%	3%	3%
CC1(C)CC(=O)c2cc(C(=O)NCc3ccco3)c(=O)n(-c3ccc(Cl)cc3)c2C1	3%	7%	6%
COc1ccc(Br)cc1C1Nc2ccccc2C(=O)N1NC(=O)c1ccncc1 (stereo not drawn)	0%	-8%	21%
O=C(O)c1ccccc1Nc1ccc([N+](=O)[O-])cc1	2%	-5%	0%
Cn1nc([N+](=O)[O-])nc1Sc1nnc(-c2ccccc2)o1	-2%	6%	/
O=C(CCC1CCCCC1)Nc1cc(Cl)ccc1N1CCOCC1	-5%	-17%	-4%
Cc1cccc(OCc2cc(=O)n3c4c(sc3n2)CCCC4)c1C	6%	0%	/
CC1CN(CCc2ccccc2)c2nc3c(c(=O)n(CC(N)=O)c(=O)n3C)n2C1 (stereo not drawn)	8%	49%[activator]	1%
Cc1ccc2c(=O)c(C(=O)c3cccc(Cl)c3)cn(CC(=O)Nc3ccc4c(c3)OCCO4)c2n1	8%	-2%	/
CN(C(=O)CSc1nc2scc(-c3ccccc3)c2c(=O)[nH]1)c1ccccc1	2%	3%	/
CCOc1ccccc1NS(=O)(=O)c1ccc2oc(=O)ccc2c1	/	21%	-2%
COc1ccc(-c2ccc(SCC(=O)N3CCCC3)nn2)cc1OC	3%	-8%	-11%
CCc1ccc(OCC2c3cc(OC)c(OC)cc3CCN2C(=S)NC)cc1 (stereo not drawn)	3%	-23%	-10%
Cc1ccc(-c2nnn(CC(=O)N(CC(=O)NC3CCCC3)c3ccccc3F)n2)o1	2%	-6%	-8%
Cn1cc(Br)c(C(=O)NNC(=O)Cc2ccc(Cl)cc2)n1	4%[0.0935 µM]	-1%	2%
Cc1ccc(-c2ccc(/C=N/NC(N)=S)o2)cc1	/	-12%	2%
Cc1ccc(/C=N/n2c(C)n[nH]c2=S)o1	-2%	-16%	3%
O=C(NNC(=S)Nc1ccccc1Cl)c1ccccc1	-2%[56.1 µM]	3%	-7%
COc1cn(CC(=O)Nc2cccc(C)c2)c(CN2CCCCC2)cc1=O	-4%	-4%	/
O=C(CN1CCN(c2ccccn2)CC1)NC1CCCC1	0%	-1%	-6%
CCOC(=O)C1=C(Nc2cccc(Cl)c2)OCC1=O	6%	1%	-5%
N#CC1=C(C=Nc2ccccc2O)CCC1	5%	0%	0%
C/C(=N\NC(=S)NCc1ccccc1)c1ccc(Br)cc1	8%	-11%	4%
CC(C)N1CCN(Cc2cccc(-c3ccco3)c2)CC1CCO (stereo not drawn)	/	-6%	7%
O=C1CN(S(=O)(=O)c2ccccc2)CC(=O)N1CCc1ccccc1	2%	-5%	0%
COc1ccc(C2=NN(C(C)=O)C(c3cccs3)C2)cc1OC (stereo not drawn)	/	14%	-23%
COc1ccc(/C=N/N(CCC(=O)NC(C)(C)C)C2=NS(=O)(=O)c3ccccc32)cc1	/	5%	?
COC(=O)C1CC23C=CCN4CCC5(c6ccccc6NC15C2C)C43 (stereo not drawn)	/	-1%	-14%
C=CCn1cc(C(C)=O)c(=O)[nH]c1=O	3%	3%	-4%
Cc1cccc(C)c1Nc1c(-c2ccsc2)nc2ncccn12	1%	8%	5%
